HCV inhibitor – inhibitors of hepatitis C virus infection; Huh7.5.1 HCVcc-Cre infection, luciferase reporter, 44 h; Potency, µM (series often up to 41.8 µM), for inactives: top-dose activity change, negative = inhibition, hits mostly inhibitors; actives 3.4% (n = 340,000); AID 651820; active = well fitted inhibition curve with a large enough effect; inconclusive = small, poorly fitted or top-dose-only effect, or another doubt; inactive = no such curve, though single readings can be large or run the other way
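Antiviral activity was scored by luciferase reporter output from cells infected with HCVcc-Cre (~0.5 moi) in presence of compound, 44 h infection period, cells seeded 1,000/well 4 h prior.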
Starred values were filed as active, the others as inactive; u = inconclusive; [ ] = another dose, or the depositor's remark. % is scaled to controls: 0 for no effect and ±100 for the full control effect; potency is read from the fitted curve at half-maximal effect. An excerpt. The share of hits here may be higher or lower than overall.

SMILES	HCV inhibitor
Cc1nc(C(=O)Nc2cc(F)cc(Cl)c2)sc1C1(C)CC(c2ccccc2)=NO1 (centres undefined)	14.1µM*
O=C1[C@H]2[C@H](C=CC[C@H]2C(=O)N2CCOCC2)CCN1Cc1ccccc1	u
CC[C@H]1C=C[C@@H](C(C(=O)OC)C(=O)OC)CN1C(C)=O	0.5%
Cc1ccc(-n2nc(C)c3c2C(Br)C(C)(C)CC3=O)nc1 (centres undefined)	11.9%
O=C(COC(=O)c1cc(Cl)ccc1O)Nc1ccccc1C(=O)NC1CC1	-8.4%
CCN(C[C@H]1N[C@@](Cc2ccccc2)(C(=O)OC)[C@H]2C(=O)N(Cc3ccccc3)C(=O)[C@@H]12)S(=O)(=O)c1ccc(OC(F)(F)F)cc1	u
CC(C)(C)OC(=O)C[C@@H]1C/C=C\C[C@H](CC(=O)N[C@@H](CO)Cc2ccccc2)C(=O)N[C@H](C(C)(C)C)COC1=O	1.6%
CC(C)NC(=O)Nc1ccc2c(c1)C(=O)N([C@H](C)CO)C[C@H](C)[C@@H](CN(C)S(=O)(=O)c1cccs1)O2	-8.2%
Cn1cccc1C(=O)Nc1ccc(Cl)c(S(=O)(=O)N2CCCCC2)c1	u
O=C(C[C@H]1C/C=C\CC[C@H](Cc2ccc(F)cc2)C(=O)O[C@@H](c2ccccc2)CNC1=O)N[C@@H](CO)Cc1ccccc1	u
COc1ccc(CC(=O)NNC(=O)c2ccc(Br)s2)cc1OC	7.2%
CC12CCC(=O)C=C1CC(O)C1C2CCC2(C)C1CCC2(C)O (centres undefined)	8.3%
CCN(Cc1ccccc1)C(=O)COC(=O)c1cc(S(=O)(=O)Nc2ccccc2OC)ccc1O	-1.6%
Cc1ccc(NC(=O)c2ccc(S(=O)(=O)N(C)c3ccccc3)cc2)cc1S(=O)(=O)N1CCOCC1	u
O=C1OC[C@H]2CCCN2C(=O)[C@@H](CC(=O)N(CCO)Cc2ccccc2)C/C=C\CC[C@H]1Cc1ccc(F)cc1	9.9%

2 records drawn at random from those above:
SMILES	HCV inhibitor
CC12CCC(=O)C=C1CC(O)C1C2CCC2(C)C1CCC2(C)O (centres undefined)	8.3%
O=C(C[C@H]1C/C=C\CC[C@H](Cc2ccc(F)cc2)C(=O)O[C@@H](c2ccccc2)CNC1=O)N[C@@H](CO)Cc1ccccc1	u

Next part:
SMILES	HCV inhibitor
CC[C@]12c3[nH]c4cc(-c5ccco5)ccc4c3CCN1C(=O)[C@@H](CC(=O)NCc1ccco1)C[C@@H]2C(=O)N1CCN(C(=O)c2ccco2)CC1	-16.2%
CC1CCCC(NC(=O)COc2ncnc3ccccc23)C1C (centres undefined)	-0.2%
COC(=O)C1=C(c2cc3ccccc3s2)C[C@@H]2CC[C@H]1N2C(=O)NC1CC1	u
Cc1cnc(C(=O)OCc2cc(=O)n3c(C)cccc3n2)cn1	7.9%
CN1CC[C@]23c4c5ccc(O)c4OC2C(O)C=CC3[C@H]1C5 (some centres undefined)	u
C[C@H](CO)N1C[C@H](C)[C@@H](CN(C)C(=O)NC2CCCCC2)Oc2c(NC(=O)Cc3ccccc3)cccc2C1=O	14.9%
Cc1ccnc2nc(C(=O)OCC(=O)c3ccccc3)nn12	5.4%
Nc1cccc2c1Cc1cc([N+](=O)[O-])ccc1-2	-15.6%
CC(C)(C)OC(=O)N1CCC(C(=O)Nc2cccc(C(=O)N3CCCCC3)c2)CC1	-24.8%[8.37 µM]
O=C1NCC(Nc2ccccc2)C(=O)N1 (centres undefined)	9.4%
C/C=C1\NC(=O)[C@H](CC(N)=O)N(C)C(=O)C([C@@H](C)O)NC(=O)C(CCCc2ccc(OC)cc2)NC(=O)[C@H](C(C)C)NC(=O)/C(=C\C)NC(=O)[C@H](O)[C@@H](C[C@@H](O)CCCCCCC)NC(=O)[C@H](C)NC(=O)CN(C)C(=O)[C@H](CCC(N)=O)NC1=O (some centres undefined)	-4.2%[8.37 µM]
Nc1cc(=O)[nH]c(SCC(=O)NCCC2=CCCCC2)n1	-4.0%
N#CCCCCC#N	4.5%
CCCCC(=O)O	19.1%
CCN(CC(=O)Nc1ccc(NC(C)=O)cc1)C(=O)C1CCN(C(=O)c2ccccc2C)CC1	27.8%
Cc1ccc2nc3[nH]c(=O)[nH]c(=O)c3c(N)c2c1	-0.6%
CN1C[C@@H]2[C@@H]3C(=O)N(Cc4ccccc4)C(=O)[C@@H]3[C@](Cc3ccccc3)(C1=O)N2C(=O)c1ccc(Br)cc1	-13.3%
CCN(C(=O)CSc1nc2scc(-c3ccccc3)c2c(=O)n1C)C1CCS(=O)(=O)C1 (centres undefined)	u
S=c1[nH]ncn1NCc1cccc(Br)c1	17.2%
COc1cc(C(=O)NNC(=O)c2ccc3c(c2)OCCO3)cc(OC)c1OC	-2.0%
O=S1(=O)CCOC[C@H](Cc2ccccc2)N1Cc1cccc(Cl)c1	-5.4%
C=CCC[C@@H](Cc1ccc(F)cc1)C(=O)OC[C@@H](Cc1c[nH]c2ccccc12)NC(=O)[C@H](CC=C)CC(=O)N(CCO)Cc1ccccc1	u
CC(=O)Nc1ccc(NC(=S)NC(=O)c2ccc(-c3ccccc3)cc2)cc1	-19.9%
Cc1cccc(C(=O)N(C)c2nnc(-c3ccncc3)s2)c1	-14.9%
CCOC(=O)c1cnc(-n2nc(C)cc2C)nc1Nc1cccc(C(C)=O)c1	0.5%
CN1CCN(c2nc3ccccc3nc2NS(=O)(=O)c2ccc(Br)cc2)CC1	31.6%[activator]
O=C1CC2(CCCCCC2)Oc2ccc(Cl)cc21	11.4%
CC12CCC3C(=CCc4cc(O)ccc43)C1CC(=NO)C2O (centres undefined)	10.3%
Cc1csc(NC(=O)CSc2nc3[nH]c(=O)cc(O)c3s2)n1	10µM*
O=C1C2C3CC(C(Br)C3Br)C2C(=O)N1c1nccs1 (centres undefined)	25.0%
Cc1ccc2c(c1)C(=O)N1[C@H]3c4cc(C)ccc4OC[C@@H]3[C@H](c3ccccc3)[C@]1(C)C(=O)N2	u
CN1C[C@@H]2[C@@H]3C(=O)N(Cc4ccccc4)C(=O)[C@@H]3[C@](Cc3ccccc3)(C1=O)N2C(=O)c1ccc(F)cc1	-22.6%
CS(=O)(=O)c1ccc(C(=O)NNC(=O)c2cc(-c3ccccc3)n[nH]2)cc1	1.9%
COc1ccc(NC(=O)N(C)C[C@H]2Oc3ccc(NC(=O)C4CCCCC4)cc3C(=O)N([C@H](C)CO)C[C@@H]2C)cc1	-19.7%
O=C(CSc1ccccc1)Nc1ccc(Cl)c(S(=O)(=O)N2CCOCC2)c1	u
N#Cc1ccc(C23OCCN2CCn2c3c3ccccc3[n+]2[O-])cc1 (centres undefined)	u
CCC1CCCCN1C(=O)CCn1c(=O)oc2ccccc21 (centres undefined)	11.7%
CC12CCC3c4ccc(OP(=O)(N5CC5)N5CC5)cc4CCC3C1CCC2=O (centres undefined)	-14.6%
Cc1noc(C)c1S(=O)(=O)N(C)C[C@H]1Oc2ccc(NC(=O)NC(C)C)cc2C(=O)N([C@H](C)CO)C[C@@H]1C	u
CCN(CC)C(=O)Cn1cc(S(=O)(=O)CC(=O)Nc2ccccc2C)c2ccccc21	23.4%
C#CCOCCOCCOCCNc1nc(N2CCOCC2)nc(N2CCN(C(=O)[C@H](CCCCN)n3cc(CN)nn3)CC2)n1	31.2%[activator]
COC(=O)[C@H](Cc1ccccc1)NC(=O)Cn1cnc2c(OCc3ccccc3)ncnc21	12.4%
[O-][n+]1ccccc1/C=C/c1ccccc1	9.6%
O=C(NC1CC1)c1ccc(NC(=O)C2CCCCC2)cc1	5.8%
O=C(CCc1nc2ccccc2c(=O)[nH]1)N1CCN(c2ccccc2Cl)CC1	11.2µM*
COc1cc(O)c2c(=O)c3c(O)c(O)ccc3oc2c1OC	-35.3%
O=C(CCCSCCCC(=O)NN=Cc1ccccc1)NN=Cc1ccccc1	-12.3%
CN(C)C(=O)CCc1ccc2c3c([nH]c2c1)[C@]1(C)[C@@H](C(=O)N2CCOCC2)C[C@H](CC(=O)NCCc2ccccn2)C(=O)N1CC3	-17.8%
CC1CCCC(NC(=O)CSc2cccc[n+]2[O-])C1C (centres undefined)	3.4%
COC(=O)c1cc(C)ccc1/C=C1/Cc2c(C)cc(C)cc2C1=O	u
CCN(Cc1ccncc1)C(=O)c1ccc(C)c(S(=O)(=O)N2CCCCC2)c1	-20.5%
COc1ccccc1N1CC(C(=O)Nc2nnc(SCC(=O)N3CCCC3)s2)CC1=O (centres undefined)	-2.3%
COc1c(C)cccc1C(=O)Nc1cc(-c2nn3c(C)nnc3s2)ccc1C	-14.4%
COc1ccc(S(=O)(=O)Nc2cccc3c2O[C@H](CN(C)S(=O)(=O)c2ccc(Cl)cc2)[C@H](C)CN([C@H](C)CO)C3=O)cc1	0.5%
CCN(C[C@H]1N[C@@](CC)(C(=O)OC)[C@H]2C(=O)N(C)C(=O)[C@@H]12)S(=O)(=O)c1ccc(-c2ccccc2)cc1	u
CN(C)C(=O)c1ccc(NC(=O)COC(=O)CCN=C2NS(=O)(=O)c3ccccc32)cc1	9.0%
CN1CCN(C2Cc3cc(F)ccc3Sc3ccc(Cl)cc32)CC1 (centres undefined)	-13.3%
Cc1cccc(NC(=O)c2cc3ccccc3c(=O)o2)n1	14.4%
O=C(Cc1ccccc1)N1O[C@H]2C=C[C@@H]1CC2	2.0%
N#CC(=C(O)c1ccc(S(=O)(=O)N(CCCl)CCCl)cc1)c1nc2ccccc2[nH]1	8.3%
Further entries follow:
SMILES	HCV inhibitor
COc1ccccc1-c1cccc([C@@H]2C[C@H]3[C@H](CON3C)CN2Cc2cc(Cl)cc(Cl)c2)c1	u
Oc1ccc(-c2cnc3ccccc3n2)cc1	-0.5%
CCOC(=O)[C@]12Cc3cc(C)ccc3[C@H]1N(Cc1ccccc1)C(=O)c1ccccc12	-11.6%[8.37 µM]
Cc1cc(Br)cc(Br)c1OCC(=O)NNC(=O)Nc1ccccc1	2.3%
O=C(NNC(=O)OCc1ccccc1)OCc1ccccc1	16.0%
CC(=O)Nc1ccc(NC(=O)c2cccc(S(=O)(=O)N3CCCCCC3)c2)cc1	u
CCc1ccc(C(=O)C(C)OC(=O)CN2C(=O)NC3(CCCC3)C2=O)cc1 (centres undefined)	11.3%
CCOc1ncccc1C(=O)OCC(=O)NCc1ccccc1	13.4%
O=C(c1ccc2ccccc2n1)N1CCN(S(=O)(=O)c2ccc(Cl)cc2)CC1	5.1%
O=S(=O)(Nc1ccccc1F)c1cccc(NC(=S)NCCN2CCOCC2)c1	2.8%
CCN(CC)S(=O)(=O)c1ccc(NC(=O)CSc2nc3nc(C)cc(C)c3c(=O)[nH]2)cc1	14.3%
CC(=O)NC1CC2CCCC(C1)N2C(=O)Nc1cccc(Cl)c1 (centres undefined)	9.5%
O=S(=O)(c1ccc(F)cc1)N1CCN(CC(O)COCc2ccccc2)CC1 (centres undefined)	-7.5%
CCN(CC)C(=O)c1nc[nH]c1C(=O)O[C@@H](C)c1ccccc1	15.4%
CC(C)CCNC(=S)Nc1ccc(F)cc1	1.3%

Continued (7 carried over from the part before).
SMILES	HCV inhibitor
O=C(c1ccc2ccccc2n1)N1CCN(S(=O)(=O)c2ccc(Cl)cc2)CC1	5.1%
O=S(=O)(Nc1ccccc1F)c1cccc(NC(=S)NCCN2CCOCC2)c1	2.8%
CCN(CC)S(=O)(=O)c1ccc(NC(=O)CSc2nc3nc(C)cc(C)c3c(=O)[nH]2)cc1	14.3%
CC(=O)NC1CC2CCCC(C1)N2C(=O)Nc1cccc(Cl)c1 (centres undefined)	9.5%
O=S(=O)(c1ccc(F)cc1)N1CCN(CC(O)COCc2ccccc2)CC1 (centres undefined)	-7.5%
CCN(CC)C(=O)c1nc[nH]c1C(=O)O[C@@H](C)c1ccccc1	15.4%
CC(C)CCNC(=S)Nc1ccc(F)cc1	1.3%
OC(CN1CCN(Cc2ccccc2)CC1)c1ccc(Br)cc1 (centres undefined)	u
Cc1ccc(C(=O)Nc2cccc(S(=O)(=O)N3CCCCC3)c2)cc1S(=O)(=O)N1CCOCC1	8.91µM*
O=C(O)c1cccc(-c2ccccc2)c1O	12.4%
Cc1cc(C(=O)Nc2ccc3c(c2)CCC3)ccc1[N+](=O)[O-]	u
O=S(=O)(NCC1CCCO1)c1ccc(S(=O)(=O)N(Cc2ccc(F)cc2)C2CCCCC2)cc1 (centres undefined)	14.2%
CCOc1ccc(NC(=O)COC(=O)C2CC2C)cc1 (centres undefined)	4.1%
O=C(C1=C(O)C(=O)N(Cc2ccccc2)C1c1cccnc1)c1ccco1 (centres undefined)	27.1%
COc1ccc(-c2cc(C(=O)N(C)Cc3ccc(F)cc3)c3ccccc3n2)cc1OC	-22.6%
COc1cccc(-c2nnc(-c3ccc4ccccc4c3)o2)c1	-17.9%
CC1C(=O)C(C)C(c2ccc(Cl)cc2)NC1c1ccc(Cl)cc1 (centres undefined)	-25.3%
CC(C)C(=O)Nc1cc(S(=O)(=O)N2CCOCC2)ccc1N1CCCCC1	-27.7%
COc1ccc(C(O)(c2ccccc2)c2ccncc2)cc1 (centres undefined)	13.8%
C=CCNC(=O)c1onc(CSc2ccc(F)c(F)c2)c1C(=O)NCC=C	-25.6%
Cc1nn(CC(=O)OCC(=O)c2ccccc2)c(C)c1[N+](=O)[O-]	10.0%
CC1CN(C(=O)c2cc(F)c(F)cc2Cl)CC(C)O1 (centres undefined)	16.7%
COc1ccccc1/C=N/Nc1nc(C)c(C(C)=O)s1	10.5%
COCCN(C(=O)COC(=O)/C=C/c1ccc(SC)cc1)c1c(N)n(Cc2ccccc2)c(=O)[nH]c1=O	-20.2%
CCOC(=O)c1c(NC(=O)COC(=O)CCOc2cc(C)ccc2C)sc(C(=O)N(C)C)c1C	-25.9%
CCCCNc1ccc(C(F)(F)F)cc1S(=O)(=O)NCCc1ccc(F)cc1	u
COc1cc(Oc2ccccc2)nc(N)n1	18.4%
CCCCN1CC[C@H]2C=CC[C@@H](C(=O)Nc3ccc(Cl)cc3Cl)[C@H]2C1=O	-5.1%
COCCO[C@H]1CCC2C3CC=C4C[C@@H](O)CC[C@]4(C)C3CC[C@@]21C (some centres undefined)	7.7%
